# Screening data (PubChem)
# All columns: NCI-60 one-dose screen, growth in % after 48 h at 10 µM unless noted; 100 = growth as untreated, 0 = no growth, -100 = all killed.
# MDA-MB-435 = MDA-MB-435 melanoma | actives 7.8% (n = 82,000) | AID 1794794
# MALME-3M = MALME-3M melanoma; actives 5.8% (n = 78,000)
# LOX IMVI = LOX IMVI melanoma. actives 7.4% (n = 79,000)
# SK-MEL-5 = SK-MEL-5 melanoma. actives 6.4% (n = 80,000). AID 1794755
# SK-MEL-2 = SK-MEL-2 melanoma. actives 4.7% (n = 77,000). AID 1794763
# UACC-62 = UACC-62 melanoma. actives 5.4% (n = 81,000)
# SK-MEL-28 = SK-MEL-28 melanoma | actives 4.1% (n = 81,000)
# UACC-257 = UACC-257 melanoma; actives 4.4% (n = 78,000)
# * = called active by the depositor; nt = not tested or not shown. How the source made its calls: active means growth percent below 10; inactive means the rest.
SMILES,MDA-MB-435,MALME-3M,LOX IMVI,SK-MEL-5,SK-MEL-2,UACC-62,SK-MEL-28,UACC-257
N#Cc1c(Nc2ccc([N+](=O)[O-])cc2)nc2sc3cc(Cl)c(Cl)cc3n2c1=O,93.7,107.5,90.8,66.4,87.9,73.1,108.4,98.4
CCOC(=O)C1(C(=O)OCC)C(C)CC(=O)N1c1ccccc1OC (configuration not stated),103.8,107.8,101.0,99.6,97.2,106.8,104.8,91.2
COc1ccc(-c2cc3ccccc3[nH]2)cc1,97.3,106.0,105.4,91.6,117.2,82.4,105.7,122.5
CC[C@@]12CC(C(=O)OC)=C3Nc4cc5c(cc4[C@@]34CCN(C[C@H]3O[C@H]31)[C@@H]24)[C@@H]1[C@H](O5)[C@@H](O)[C@@]2(CC)CC(C(=O)OC)=C3Nc4cc(O)ccc4[C@@]34CCN1[C@@H]24,-54.3*,-39.6*,-84.4*,-90.2*,-70.4*,-57.8*,-47.3*,-23.5*
CN(C)CCOc1nc2ccccc2c2c1-c1ccc(Cl)cc1C2=O,-41.6*,nt,-37.1*,-91.6*,-9.7*,-39.5*,-49.9*,-68.0*
COC(=O)CNC(=O)[C@@H](OC)[C@@H]1Cc2cc3cc(OC4CC(OC5CC(O)C(O)C(C)O5)C(O)C(C)O4)c(C)c(O)c3c(O)c2C(=O)[C@H]1OC1CC(OC2CC(OC3CC(C)(O)C(O)C(C)O3)C(O)C(C)O2)C(O)C(C)O1 (some centres not stated),-39.2*,-35.3*,-15.5*,-44.6*,nt,-65.2*,-17.2*,6.0*
O=C1NN(c2ccccc2)C(c2cccnc2)=N/C1=C\c1ccc(Cl)cc1,97.0,103.0,92.0,98.8,111.8,92.7,96.4,95.6
CC(=O)O[C@H]1C(=O)N(Cc2ccncc2)C(=O)[C@@H]1OC(C)=O,107.7,89.3,95.9,100.2,109.0,96.6,110.4,82.6
Cc1ccc(SC2=C(Sc3ccc(C)cc3)C(=O)c3ccccc3C2=O)cc1,31.6,132.4,74.5,57.1,45.4,42.1,78.3,86.8
COC1C=C(C)Nn2c(nc3c(cnn3-c3ccccc3)c2=O)N1N (configuration not stated),101.1,95.1,98.4,94.8,102.3,82.5,119.2,101.4
COc1cc(/C=C/c2nnc(-c3cc(-c4ccc(Cl)cc4)n[nH]3)o2)cc(OC)c1OC,81.7,86.8,88.8,58.5,nt,83.4,93.9,94.7
Cc1ccc2nc(-c3ccc(-c4n[nH]c(=S)n4-c4ccccc4)cc3)[nH]c2c1,108.7,105.6,110.5,93.2,105.0,91.6,107.5,96.5
c1csc(-c2cc3nc(N4CCOCC4)nc(-c4cccs4)n3n2)c1,93.3,107.2,101.1,96.6,121.2,85.1,112.2,114.7
O=C1CCCCCCCCC(O)C(O)CCCC(c2cccs2)O1 (configuration not stated),99.3,106.7,96.5,91.0,119.6,81.8,122.7,60.9
Cc1ccc(-c2n[nH]c(=O)c3noc(-c4ccc(C)cc4)c23)cc1,-13.3*,26.4,44.0,15.9,9.0*,28.6,52.0,55.9
Cn1cc(CC(N)C(=O)O)c2ccccc21 (configuration not stated),102.4,94.2,87.6,96.9,92.7,95.9,117.5,94.3
Cc1nc(-c2ccc(Cl)cc2)ccc1-c1nnc(SCc2ccccc2)o1,104.3,93.8,102.5,98.3,110.5,97.6,103.0,109.2
NS(=O)(=O)c1ccc(NC(=O)N2CCN(Cc3ccc(Cl)cc3)CC2)cc1,101.6,96.8,96.3,96.3,126.0,96.8,103.9,nt
COc1ccc(C(=O)/C=C/c2ccc(OCc3ccc(C)cc3)c(OC)c2)cc1OC,82.6,87.8,nt,64.5,94.3,54.5,82.3,80.3
O=S(=O)(O)c1ccc2cccc3c2c1CC3,103.2,97.6,102.8,103.3,101.4,101.7,96.6,90.7

# Reformatted with tabs: 13 of the compounds above
Compound	MDA-MB-435	MALME-3M	LOX IMVI	SK-MEL-5	SK-MEL-2	UACC-62	SK-MEL-28	UACC-257
CC(=O)O[C@H]1C(=O)N(Cc2ccncc2)C(=O)[C@@H]1OC(C)=O	107.7	89.3	95.9	100.2	109.0	96.6	110.4	82.6
Cc1ccc(SC2=C(Sc3ccc(C)cc3)C(=O)c3ccccc3C2=O)cc1	31.6	132.4	74.5	57.1	45.4	42.1	78.3	86.8
COC1C=C(C)Nn2c(nc3c(cnn3-c3ccccc3)c2=O)N1N (configuration not stated)	101.1	95.1	98.4	94.8	102.3	82.5	119.2	101.4
COc1cc(/C=C/c2nnc(-c3cc(-c4ccc(Cl)cc4)n[nH]3)o2)cc(OC)c1OC	81.7	86.8	88.8	58.5	nt	83.4	93.9	94.7
Cc1ccc2nc(-c3ccc(-c4n[nH]c(=S)n4-c4ccccc4)cc3)[nH]c2c1	108.7	105.6	110.5	93.2	105.0	91.6	107.5	96.5
c1csc(-c2cc3nc(N4CCOCC4)nc(-c4cccs4)n3n2)c1	93.3	107.2	101.1	96.6	121.2	85.1	112.2	114.7
O=C1CCCCCCCCC(O)C(O)CCCC(c2cccs2)O1 (configuration not stated)	99.3	106.7	96.5	91.0	119.6	81.8	122.7	60.9
Cc1ccc(-c2n[nH]c(=O)c3noc(-c4ccc(C)cc4)c23)cc1	-13.3*	26.4	44.0	15.9	9.0*	28.6	52.0	55.9
Cn1cc(CC(N)C(=O)O)c2ccccc21 (configuration not stated)	102.4	94.2	87.6	96.9	92.7	95.9	117.5	94.3
Cc1nc(-c2ccc(Cl)cc2)ccc1-c1nnc(SCc2ccccc2)o1	104.3	93.8	102.5	98.3	110.5	97.6	103.0	109.2
NS(=O)(=O)c1ccc(NC(=O)N2CCN(Cc3ccc(Cl)cc3)CC2)cc1	101.6	96.8	96.3	96.3	126.0	96.8	103.9	nt
COc1ccc(C(=O)/C=C/c2ccc(OCc3ccc(C)cc3)c(OC)c2)cc1OC	82.6	87.8	nt	64.5	94.3	54.5	82.3	80.3
O=S(=O)(O)c1ccc2cccc3c2c1CC3	103.2	97.6	102.8	103.3	101.4	101.7	96.6	90.7

# Further compounds:
SMILES,MDA-MB-435,MALME-3M,LOX IMVI,SK-MEL-5,SK-MEL-2,UACC-62,SK-MEL-28,UACC-257
CC1=C2C(=C[C@@](C)(CO)[C@@H]2O)/C(=N\N)[C@](C)(O)C12CC2,-63.8*,-76.2*,-64.3*,-61.1*,-100.0*,-81.7*,-67.2*,-49.4*
Cc1ncc(CO)c(C)c1O,115.2,94.6,94.7,108.1,104.5,83.9,119.8,110.8
CCN(CC)CCOC(COc1cc(C)cc(C)c1)COc1cc(C)cc(C)c1,19.5,13.6,-12.0*,-88.5*,86.7,46.4,39.6,65.1
COC(=O)c1cc(O)c(=O)c2c(O)c(O)c(OC)cc2c1,88.9,83.7,99.1,101.1,95.5,80.8,98.6,88.5
COc1ccc(-c2nc3ccccn3c2-c2nc3ccc(C)cc3[nH]2)cc1,75.9,113.8,nt,87.0,123.7,82.9,97.6,96.3
N#CC1c2ccccc2C=CN1S(=O)(=O)c1ccccc1 (configuration not stated),96.8,105.4,96.6,97.4,113.7,96.9,108.8,116.5
CC(C(=O)O)c1ccc2c(c1)[nH]c1ccc(Cl)cc12 (configuration not stated),99.2,nt,101.8,104.3,98.2,101.5,105.7,99.7
CN1CCC(Nc2ccc(C(=O)Nc3cc(-c4ccc5c(c4)OCO5)[nH]n3)cc2)CC1,68.9,46.2,62.3,57.1,55.3,53.7,90.3,85.3
O=C(O)c1ccc(-n2cc(CNc3cc(Cl)cc(C(F)(F)F)c3)c(-c3ccc(F)cc3)n2)cc1,105.3,107.7,94.2,100.4,98.6,96.1,101.4,97.9
Cc1ccc(Nc2ccc(O)c3c2C(=O)c2ccccc2C3=O)cc1,107.8,131.6,nt,100.3,106.7,103.3,113.4,104.7
O=S(=O)(NCCCNc1nccc(-c2c(-c3cccc(F)c3)nc3occn23)n1)c1ccc(F)cc1,25.6,43.6,44.7,32.7,55.5,26.5,64.2,43.6
CC(C)(C)CC(C)(C)n1nnnc1C(NC12CC3CC(CC(C3)C1)C2)c1ccccc1 (configuration not stated),98.3,99.2,87.6,88.9,95.8,69.2,99.6,89.1
OC1(c2ccccc2)C(N2CCOCC2)=C(c2ccccc2)c2ccccc21 (configuration not stated),94.1,99.0,88.2,92.2,100.8,91.7,97.2,96.4
N#Cc1c(-c2ccc(Cl)cc2)cc(-c2ccccc2)nc1OCc1ccccc1,96.1,101.9,65.7,54.0,76.0,62.3,86.0,80.6
CC1(C)N=C(N)N=C(N)N1c1ccc(S(=O)(=O)Nc2nccs2)cc1,101.6,99.3,100.3,105.9,105.6,93.6,105.8,98.5
Cc1ccc2[nH]c(O)c(N=Nc3nc(-c4cc5ccccc5oc4=O)cs3)c2c1,105.6,83.3,80.2,95.2,85.6,88.5,107.3,107.9
CC(=O)CC(=O)Nc1ccc([N+](=O)[O-])cc1,113.2,101.5,89.9,102.5,100.6,93.7,95.6,101.4
Nc1[nH]c(=O)[nH]c(=O)c1N=Cc1ccccc1,114.9,116.5,101.5,103.2,114.6,102.2,111.6,121.5
O=c1cc(-c2ccccc2)[nH]n1-c1nc2ccccc2[nH]1,51.1,nt,27.8,34.1,68.5,36.5,74.1,75.6
Cc1cc(C)c(-c2c(O)c(Br)c(-c3c(C)cc(C)c(Br)c3C)c(O)c2Br)c(C)c1Br,13.1,-6.9*,-26.0*,1.7*,-22.3*,14.8,49.1,-19.0*
O=C(CSc1nc2ccccc2c(=O)n1CCc1ccccc1)Nc1ccc(S(=O)(=O)Nc2ccc(Cl)nn2)cc1,99.8,96.5,96.1,98.6,110.9,84.6,107.5,99.3
O=C1COc2ccccc2C(=O)N1CCCCNc1ccccc1,98.1,101.6,100.6,99.3,104.3,95.0,102.7,105.4
COc1ccc(-c2nnc(SC/C(=N/O)c3ccccc3)n2-c2ccccc2)cc1OC,108.7,93.7,90.3,85.7,116.3,89.5,113.4,101.3
O=C(CSc1nnc(-c2cccs2)n1-c1ccccc1)Nc1ccc(F)cc1,80.8,97.4,97.9,97.6,110.1,67.9,104.3,103.0
NC(=S)N/N=C/c1ccccc1S(=O)(=O)O,104.4,110.6,96.8,101.3,90.5,94.0,100.7,85.2
O=C(CSc1nnc(-c2ccc(Cl)cc2)n1-c1ccccc1)Nc1ccccc1,86.0,89.0,25.2,98.4,109.8,102.6,98.4,105.7
Cc1ccc(Cl)cc1NC(=O)N/C(N)=N/c1nc2ccccc2s1,-63.9*,15.6,-83.3*,-56.9*,-20.6*,-11.4*,19.6,44.8
O=C1Nc2ccc(Br)cc2C1Cc1c(O)[nH]c2ccc(Br)cc12 (configuration not stated),105.4,117.6,113.5,102.7,112.8,91.4,103.9,115.1
Cn1c2c(c3ccc(-c4ccn[nH]4)cc3c1=O)C(=O)c1ccccc1-2,77.6,55.8,0.2*,21.1,118.5,47.9,88.6,103.1
C=C(C)[C@@H]1CC[C@]2(C(=O)N3CCN(C)CC3)CC[C@]3(C)[C@H](CC[C@@H]4[C@@]5(C)Cc6c([nH]c7ccccc67)C(C)(C)[C@@H]5CC[C@]43C)[C@@H]12,93.2,99.2,87.5,85.0,92.1,97.0,101.9,107.6
COc1cc(-c2nc3ccc(C(=O)O)cc3[nH]2)ccc1OCC(=O)NNC(=O)NCc1ccccc1,99.3,103.4,97.1,100.5,111.8,100.3,102.7,101.4
Cc1ccc(C2=NN3C(C2)c2ccccc2OC3c2ccc3noc(-c4ccccc4)c3c2)cc1 (configuration not stated),111.7,102.2,112.5,100.1,109.0,93.1,106.3,107.7
COc1ccc(C2CC(c3ccc(Nc4nc(NCCO)nc(NCCO)n4)cc3)=NN2c2ccc(Cl)cc2)cc1 (configuration not stated),81.6,86.2,60.0,80.5,79.1,89.5,73.9,87.5
Cn1c(=O)c2c(nc(NC3=NS(=O)(=O)c4ccccc43)n2Cc2ccc(F)cc2)n(C)c1=O,101.2,99.9,98.0,101.4,109.6,100.5,105.4,102.3
COc1ccccc1N=Nc1c(S(=O)(=O)O)cc2cc(S(=O)(=O)O)cc(NC(C)=O)c2c1O,111.5,94.0,91.9,105.2,105.1,96.6,107.8,104.9
CC(=O)O[C@H]1C[C@@]2(C)[C@@H](CC(N)[C@H]3[C@@]4(C)CCC(N)[C@@H](C)[C@@H]4CC[C@@]32C)/C1=C(\CCC=C(C)C)C(=O)O (some centres not stated),102.8,105.0,102.5,99.0,115.7,101.6,110.0,108.4
COC(=O)[C@H](C)NC(=O)[C@@H]1CCCN1C(=O)CNC(=O)[C@H](C)NC(=O)OCc1ccccc1,107.9,111.8,100.5,104.3,117.8,109.4,111.9,108.6
NC(=O)C(O)C(Br)(Br)Br (configuration not stated),93.6,104.1,105.3,102.3,108.7,103.6,100.0,nt
CN1CCN(Cc2ccc(NC(=O)c3[nH]ncc3Nc3ccnc4ccnn34)cc2)CC1,56.1,58.9,24.1,71.6,60.6,67.7,65.6,77.9
Cc1nc2sc(C(=O)Nc3ccccc3)c(N)c2cc1C(=O)c1ccccc1,-33.7*,68.3,50.0,31.9,49.9,17.4,46.8,49.8
CCCCCCCCCCCCCC1=NCCN1CCO,85.3,104.4,-52.8*,81.8,114.1,93.5,115.2,nt
Cc1ccc(NC(=O)c2sc3nc4c(cc3c2N)C(=O)CCC4)cc1Cl,99.2,112.5,99.2,101.6,112.1,108.2,108.5,95.1
O=C(O)CNS(=O)(=O)c1ccccc1,107.1,119.3,102.2,99.4,109.5,98.6,108.5,98.9
COc1ccc(-c2ccc(-c3ccc(C(=N)N)s3)s2)cc1Cl,-81.4*,64.3,nt,67.5,96.2,-92.1*,90.1,106.3
NCC(O)CN,104.7,107.3,108.3,103.8,nt,95.0,112.0,108.1
COc1cc(/C=C2\S/C(=N/c3nnc(C)s3)NC2=O)ccc1O,86.6,88.4,87.9,91.8,103.5,100.2,88.3,105.2
